BoNT A protease = inhibitors of Botulinum neurotoxin A light chain protease. inhibition, % at 10 µM. AID 588499. multiplex microsphere protease substrate cleavage, flow cytometry. 360,000 compounds, 0.17% hits; also: plate controls were buffer without enzyme for full effect and enzyme alone for no effect
BoNT-F LC inh = blocks Botulinum neurotoxin F light chain protease. 360,000 compounds, 0.22% hits. inhibition, % at 10 µM. Multiplex microsphere protease cleavage assay, flow cytometry; in the data active = inhibition above about 35%, passing the limit was not always enough; inconclusive = no clear call, values can overlap the other calls; also: plate controls were buffer without enzyme for full effect and enzyme alone for no effect
Mtb FBA inh = inhibitors of M. tuberculosis fructose-bisphosphate aldolase; purified M. tuberculosis FBA, fluorescence read-out; inhibition, % at 1 µM; 360,000 compounds, 2.3% hits; AID 588726; in the data active = inhibition above about 27%;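 also: 0% = vehicle and 100% = reference inhibitor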
Target sequence (P9WQA3 whole entry, looked up): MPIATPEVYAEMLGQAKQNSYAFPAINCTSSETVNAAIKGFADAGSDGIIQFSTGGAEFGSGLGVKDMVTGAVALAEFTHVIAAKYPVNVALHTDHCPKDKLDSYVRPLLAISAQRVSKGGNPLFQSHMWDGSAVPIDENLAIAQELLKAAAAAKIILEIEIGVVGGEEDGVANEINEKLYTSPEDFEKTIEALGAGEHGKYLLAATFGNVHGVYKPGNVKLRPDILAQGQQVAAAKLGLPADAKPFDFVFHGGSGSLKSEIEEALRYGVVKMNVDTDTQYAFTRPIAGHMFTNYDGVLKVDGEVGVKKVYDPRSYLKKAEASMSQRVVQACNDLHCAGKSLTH
Mtb BioA inh = blocks M. tuberculosis BioA enzyme activity; purified M. tuberculosis BioA enzyme, plate reader; inhibition, % at 9.99 µM; 360,000 compounds, 0.096% hits; AID 602481; in the data active = inhibition above about 40%; inconclusive = no clear call, values can overlap the other calls
FadD28 binding = M. tuberculosis FadD28 bisubstrate binding inhibition; AID 588549; inhibition, % at 12.5 µM; 360,000 compounds, 0.22% hits; FadD28 bisubstrate probe binding, fluorescence polarization; in the data active = inhibition above about 8.5%, passing the limit was not always enough; inconclusive = no clear call, values can overlap the other calls
PfHsp40 rescue = rescue of PfHsp40-mediated yeast toxicity; S. cerevisiae expressing PfHsp40, growth rescue, ATP luminescence; growth rescue, % at 12.5 µM; 340,000 compounds, 0.68% hits; in the data active = growth rescue above about 28%, passing the limit was not always enough; inconclusive = no clear call, values can overlap the other calls;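 also: yeast W303a lacking pdr1 and pdr3 grown in galactose medium; growth measured after three days at 30 °C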
GDH-TPI inh = inhibits GDH-TPI coupling enzymes, artifact for Mtb FBA screen. GDH-TPI coupled enzyme counterscreen, NADH absorbance. inhibition, % at 4.8 µM. 360,000 compounds, 1.2% hits. AID 588335; in the data active = inhibition above about 30%;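 also: 0% = DMSO wells and 100% = wells lacking the enzyme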
Anthrax LF inh2 = anthrax lethal factor protease inhibition; inhibition, % at 10 µM; 360,000 compounds, 0.12% hits; multiplex microsphere protease cleavage assay, LF; P15917; AID 588501; also: plate controls were buffer without enzyme for full effect and enzyme alone for no effect
UGM FP inh = Mtb UDP-galactopyranose mutase inhibition | P9WIQ1 | purified UGM, fluorescence polarization probe displacement | inhibition, % at 10 µM | 320,000 compounds, 0.06% hits; in the data active = inhibition above about 10%, passing the limit was not always enough; inconclusive = no clear call, values can overlap the other calls
Target sequence (P9WIQ1 whole entry, looked up): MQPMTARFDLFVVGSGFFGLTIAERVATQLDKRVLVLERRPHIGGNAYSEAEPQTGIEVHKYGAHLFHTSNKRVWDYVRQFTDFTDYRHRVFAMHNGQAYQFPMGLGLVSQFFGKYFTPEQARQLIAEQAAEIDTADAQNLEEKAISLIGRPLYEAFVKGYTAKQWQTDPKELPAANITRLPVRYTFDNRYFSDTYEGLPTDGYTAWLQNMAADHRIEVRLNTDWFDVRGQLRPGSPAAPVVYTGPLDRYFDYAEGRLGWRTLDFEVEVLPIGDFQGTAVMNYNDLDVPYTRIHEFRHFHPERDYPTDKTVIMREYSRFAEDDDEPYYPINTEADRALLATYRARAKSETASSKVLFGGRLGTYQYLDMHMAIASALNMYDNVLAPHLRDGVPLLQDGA
* hit, by the source's call; ? = inconclusive; . = no result given; & = joins results of further samples. Rule as the data show it, unless noted: active = inhibition above about 30%; inconclusive = no clear call, values can overlap the other calls; inactive = below that. Hits appear at their usual frequency. About 4.7% of those tested had a hit in this group.

SMILES	BoNT A protease	BoNT-F LC inh	Mtb FBA inh	Mtb BioA inh	FadD28 binding	PfHsp40 rescue	GDH-TPI inh	Anthrax LF inh2	UGM FP inh
CC(C)(C(=O)N1CCC1(C)C(=O)NC1Cc2ccccc2C1)c1ccccc1 (stereo unspecified)	-0.2	3	-3	0.4	-3.4	.	-2	-3	.
COc1ccccc1CN1CC(C(=O)NCCc2ncccc2C)CCC1=O (stereo unspecified)	0.8	4	-2	0.0	0.3	-2.1	4	-3	.
Cc1ccc(N2CCN(S(=O)(=O)c3nnc(NC(=O)c4ccccc4)s3)CC2)cc1	0.8	-8	-1	-1.3	0.6	0.1	9	-6	2.7
NC(=O)C1C(c2ccccc2)=C1c1ccccc1	0.4	6	-1	-0.8	-4.8	-0.8	15	6	-0.7
CN1N=C2c3ccccc3CCC2C1c1ccc(Cl)cc1 (stereo unspecified)	-0.6	?	-2	-1.3	-4.2	-0.2	-15	-1	1.6
COc1cc(NC(=O)NCc2ccco2)ccc1-c1ccc(NC(=O)NCc2ccco2)cc1OC	-0.3	-4	14	-0.5	-3.4	-1.3	16	1	.
CC(OC(=O)Cc1n[nH]c(=O)c2ccccc12)C(=O)N(C)c1ccccc1 (stereo unspecified)	-0.2	-4	-3	-0.2	-4.2	.	1	-3	.
COc1cc(NC(=O)c2cc3ccccc3o2)ccc1NC(=O)c1ccco1	-0.6	-2	-1	-0.5	-3.9	-1.1	5	-1	0.0
COc1ccc(NC(=O)c2cc(-c3ccccn3)nc3ccccc23)c(OC)c1	0.0	1	-3	-1.5	-3.0	0.2	5	-4	-1.3
COc1cccc(NC(=O)CCN2C(=O)c3ccc([N+](=O)[O-])cc3C2=O)c1	-1.2	1	3	.	-1.2	0.6	8	1	-4.6
O=C(Cc1ncc(C(F)(F)F)cc1Cl)Nc1ccc(F)cc1	0.4	6	0	-1.0	-3.4	-0.8	6	0	1.7
Cc1cc(-c2n[nH]c(=S)n2/N=C/C(Cl)=C/c2ccccc2)n[nH]1	0.3	-7	2	-3.4	0.0	-0.4	16	1	1.4
COc1ccc(C(=O)/C=C/c2cn(CC(O)CN3CCOCC3)c3ccccc23)cc1 (stereo unspecified)	2.4	0	-11	.	-2.8	1.0	10	0	-1.6
CN1C(c2ccccc2)=NO[C@]1(C)c1ccccc1	.	.	0	.	-0.3	-1.4	2	.	-1.6
Cc1ccc(NCc2nnc(SCC(=O)Nc3ncc(C)s3)n2CC2CCCO2)c(C)c1 (stereo unspecified)	0.2	4	1	.	-2.4	2.8	-11	1	1.2
O=C(NCc1cccs1)c1ccc2c(c1)OCCO2	-0.9	-8	2	.	-2.7	1.5	-5	-1	-1.0
O=C(c1ccccc1)c1c(-c2ccccc2)[nH]n(-c2ccccc2)c(=O)c1=O	-0.4	-10	0	.	-1.5	19	13	-4	-1.5
CN(C(=O)COC(=O)c1ccccc1Nc1ccccc1)C1CCS(=O)(=O)C1 (stereo unspecified)	-0.4	0	-2	.	-1.2	1.0	16	5	-1.0
CCOC(=O)Cn1c(=O)c(-c2ccccc2N)nc2ccccc21	0.3	-3	2	0.3	-3.3	0.2	-3	-5	-0.3
COc1ccccc1N1C(=O)CC(Sc2n[nH]c(-c3cccc(C)c3)n2)C1=O (stereo unspecified)	0.0	0	1	-1.3	1.1	0.1	1	-1	-1.5
C[C@H](NC(=O)c1ncn2c1C(=O)NC[C@@H]2C)c1ccccc1	-0.9	-8	-3	-0.1	-2.4	.	-4	1	.
CCN(CC)CCC#CC(O)(c1ccccc1)C1CCCCC1 (stereo unspecified)	0.2	-1	-1	.	-4.1	6.4	1	-3	0.7
CCOC(=O)c1c(NC(=O)Cn2nnc(-c3ccccc3Cl)n2)sc(C)c1C	-0.3	-6	110*	-0.1	-1.8	0.6	10	5	0.5
Cc1onc(-c2ccccc2Cl)c1C(=O)NCc1ccc2c(c1)cc(C)n2C	83*	-87	1	-0.6	0.1	2.9	6	-75	2.2
O=[N+]([O-])c1ccc(CSc2nc3ncc(Br)cc3[nH]2)cc1	.	.	4	-1.2	-1.0	.	5	.	-1.3
OCCNCc1cccc2ccccc12	-0.6	1	1	.	-2.4	1.0	-1	3	-1.2
O=C(CN1CCN(C(c2ccccc2)c2ccccc2)CC1)N1CCOCC1	1.5	16	3	-0.6	-1.5	-0.7	-4	-1	-0.9
CC(C)(C)Nc1nc(Cl)nc(NCCN2CCOCC2)n1	-0.4	-9	5	.	-2.1	-0.1	-4	0	-4.1
O=C(COC(=O)CNC(=O)c1ccccc1)NC(=O)NC1CCCCC1	0.7	-2	5	-0.4	0.2	-2.0	2	3	2.4
O=C(Nc1ccccc1OC(F)F)c1ccc(F)cc1	0.1	0	6	-0.3	-1.5	-1.2	5	-2	2.5
O=c1cc(CN2CCCCC2)nc(C2CC2)[nH]1	0.3	-4	0	0.5	-2.0	-0.1	4	4	-0.7
O=C(CSc1nnc(CNC(=O)c2ccccc2F)o1)NCc1ccco1	0.1	4	-1	-0.9	-3.6	-0.5	11	0	-1.3
C[C@@H](C(=O)N[C@H](C(=O)O)c1ccccc1)n1nnc2ccccc2c1=O	-0.6	-3	-4	.	-0.5	0.1	3	2	0.4
CCC(c1nnnn1CCOC)N(Cc1cc2cc(C)c(C)cc2[nH]c1=O)CC1CCCO1 (stereo unspecified)	2.6	-2	18	-0.4	-1.1	2.1	21	-2	-0.6
CCCCCCn1c(SCCOC)nc2c1c(=O)[nH]c(=O)n2C	-0.1	-3	-1	-0.8	-1.6	-1.3	-1	5	-1.6
COC(=O)C1=C(C)NC(=O)C1(NS(=O)(=O)c1ccc(NC(C)=O)cc1)C(F)(F)F (stereo unspecified)	-1.8	-4	3	0.5	-0.7	2.3	4	-2	-1.3
CC(C)NC(=O)CSc1nncn1-c1ccccc1	-0.2	7	0	1.7	-2.1	-1.7	-7	4	1.3
CCCCCN(C(=O)CCC(=O)OC(C)C(=O)Nc1cccc(C#N)c1)c1c(N)n(CCCC)c(=O)[nH]c1=O (stereo unspecified)	-0.5	-6	1	-0.5	-3.5	1.4	-4	2	-3.1
COc1ccc(OC)c(C2=NS(=O)(=O)N(C)C(C(=O)Nc3ccc(F)cc3F)=C2)c1	1.5	-2	-5	-0.6	-4.4	1.3	14	2	-0.2
C=CCNC(=O)CCc1nnc(C2(c3ccc(Cl)cc3)CCC2)o1	0.0	-3	2	.	0.2	0.3	1	-3	-0.2
COC(=O)c1sc(N2C(=O)C(O)=C(C(=O)c3ccc(C)o3)C2c2cccs2)nc1C (stereo unspecified)	3.1	-1	3	-0.1	-1.0	-0.5	22	1	1.3
COc1ccc(OCC(O)Cn2c(Nc3cccc(C)c3)nc3c2c(=O)n(C)c(=O)n3C)cc1 (stereo unspecified)	-1.5	-5	-2	-1.6	-2.8	-1.5	5	0	.
O=C(COC(=O)c1ccccn1)NCc1ccccc1	-1.8	-11	1	.	-3.2	-0.6	8	-4	1.5
COc1ccccc1OCC(=O)NCCc1nc2ccccc2[nH]1	0.1	-7	14	-0.1	-0.3	-1.7	11	-1	-4.3
CCn1c(=O)n(CC(=O)NCc2ccccc2OC)c(=O)c2ccccc21	0.2	0	-3	-1.5	-3.2	0.5	-13	-2	0.4
CCOC(=O)CSc1nnc(NC(=O)c2cccc(S(=O)(=O)N3CCCCCC3)c2)s1	-0.4	0	0	1.0	-2.0	-0.3	5	-1	-0.2
COc1ccc(N2CCN(C(=O)CNC(=O)Cn3cnc4sc(C)c(C)c4c3=O)CC2)cc1	0.6	-7	-2	-2.9	-1.0	0.1	9	-2	0.0
NS(=O)(=O)c1ccc(NC(=S)NCc2cccc(Cl)c2)cc1	-0.6	-4	1	.	-2.1	-0.3	0	-2	-2.1
CC(C)(CSc1nncn1/N=C/c1ccco1)NS(=O)(=O)c1ccc(Cl)cc1	-0.1	-2	-1	-0.4	-2.9	-0.5	-2	-3	-2.0
C[C@@H]1CN([C@H](C)CO)C(=O)CCCn2nncc2CO[C@@H]1CN(C)C(=O)Oc1ccccc1	0.1	4	0	-1.8&0.5&-0.7	-3.6	.	-13	3	.
Cc1ccc(C)c(C(=O)COc2ccccc2[N+](=O)[O-])c1	0.0	-4	3	0.0	0.4	4.3	8	-3	-4.7
CCOC(=O)N1CCN(C(=O)C(NS(=O)(=O)c2cccc3nsnc23)c2ccccc2)CC1 (stereo unspecified)	-1.6	-7	1	-0.8	1.5	2.0	12	1	3.2
COc1ccc(CNC(=O)C2Cc3c(-c4cccc(F)c4)ccnc3O2)cc1OC (stereo unspecified)	-0.4	-1	-2	1.9	-4.5	.	-1	-2	.
Cc1nnc(NC(=O)c2ccc(S(=O)(=O)C(F)F)cc2)s1	0.3	0	0	-2.8	0.1	0.0	19	-4	0.1
Cc1ccc(-c2[nH]ncc2CN2CCN(C(=O)c3cccs3)CC2)cc1C	-0.9	-5	-2	1.1	-3.1	-2.5	-3	0	-1.6
CCCNC(=O)c1ccc(N2CCC3(CC2)CC(c2ccccc2)=NO3)c(NC(=O)c2ccc(Br)cc2)c1	-1.2	-6	-2	0.4	0.9	0.2	-1	-8	0.4
NNC(=O)CN1C(=O)CN=C(c2ccccc2)c2cc(Br)ccc21	.	.	-2	.	0.2	0.3	7	.	-0.6
CCCn1c(N)c(N(CCOC)C(=O)C2CCCC2)c(=O)[nH]c1=O	-0.5	-3	1	-0.1	0.8	1.2	7	-12	0.6
O=C(c1cccc(S(=O)(=O)N2CCCCCC2)c1)N1CCN(c2ccccc2F)CC1	-0.9	-10	7	3.0	-2.9	0.9	17	-2	2.3
Clc1ccccc1Cc1noc(CN2CCN3CCCC3C2)n1 (stereo unspecified)	0.0	7	3	.	1.1	0.1	2	-4	-4.0

Following part:
SMILES	BoNT A protease	BoNT-F LC inh	Mtb FBA inh	Mtb BioA inh	FadD28 binding	PfHsp40 rescue	GDH-TPI inh	Anthrax LF inh2	UGM FP inh
CCN1CCN(C(=O)c2cc(S(=O)(=O)N3CC(C)CC(C)C3)ccc2Cl)CC1 (stereo unspecified)	0.9	-19	-1	.	-3.8	.	6	?	.
CCOc1cc(S(=O)(=O)n2cnc(C)c2)ccc1Cl	0.3	-4	3	.	-0.6	1.6	5	-4	0.9
O=C(CCN1CCN(c2ccccc2)CC1)c1ccc(Cl)cc1	-1.0	19	2	-0.7	-3.6	0.0	-9	-1	5.1
COC(=O)c1sccc1-n1cccc1C(=O)C(=O)Nc1ccc(F)cc1	0.6	3	0	0.5	-3.3	0.1	4	0	-1.7
Cc1ccc(-n2c(=S)[nH]c3c(oc4ccccc43)c2=O)cc1C	0.9	-2	-1	-0.5	-4.5	6.3	1	-1	-0.6
COc1cc2c(cc1NC(=O)C(C)Sc1nc3ccccc3n1C)oc1ccccc12 (stereo unspecified)	-0.5	-1	2	.	-1.7	0.4	4	0	1.5
O=C(Nc1ccccc1C1CC1)c1cccs1	-0.6	-5	-1	0.9	-5.6	1.0	3	2	-3.0
O=C(O)CNC(=O)/C(=C\c1ccco1)NC(=O)c1ccco1	2.1	5	-3	-1.0	-3.0	1.0	19	1	4.8
COc1cc(/C=N/N2CCN(C3c4ccccc4-c4ccccc43)CC2)cc(OC)c1O	-1.0	-7	-2	.	-4.2	-0.1	8	-4	-2.1

Some of the entries above, set out differently.
> CCN1CCN(C(=O)c2cc(S(=O)(=O)N3CC(C)CC(C)C3)ccc2Cl)CC1 (stereo unspecified)
  BoNT A protease = 0.9; BoNT-F LC inh = -19; Mtb FBA inh = -1; Mtb BioA inh = .; FadD28 binding = -3.8; PfHsp40 rescue = .; GDH-TPI inh = 6; Anthrax LF inh2 = ?; UGM FP inh = .
> Cc1ccc(-n2c(=S)[nH]c3c(oc4ccccc43)c2=O)cc1C
  BoNT A protease = 0.9; BoNT-F LC inh = -2; Mtb FBA inh = -1; Mtb BioA inh = -0.5; FadD28 binding = -4.5; PfHsp40 rescue = 6.3; GDH-TPI inh = 1; Anthrax LF inh2 = -1; UGM FP inh = -0.6
> O=C(CCN1CCN(c2ccccc2)CC1)c1ccc(Cl)cc1
  BoNT A protease = -1.0; BoNT-F LC inh = 19; Mtb FBA inh = 2; Mtb BioA inh = -0.7; FadD28 binding = -3.6; PfHsp40 rescue = 0.0; GDH-TPI inh = -9; Anthrax LF inh2 = -1; UGM FP inh = 5.1

Screening results: PubChem, several laboratories
